CHRM5 antagonist: human M5 muscarinic receptor antagonists, primary screen, CHO cells, Fluo-8 calcium fluorescence; Muscarinic acetylcholine receptor M5 (Homo sapiens), P08912; CHO-hM5 cells, ACh EC80; inhibition, % at 3 µM; 0.59% of 360,000 active;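 active = inhibition above a per-plate cutoff, the mean of that plate's test compounds plus 3 SD, cut at about 27% in these data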;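 note: 0% = acetylcholine EC80 with DMSO and 100% = DMSO without agonist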
M1 antag: human M1 muscarinic receptor antagonists, primary screen, CHO-K1 cells, Fluo-8 calcium fluorescence, 1536-well; CHO-K1 hM1, ACh EC80 antagonist; inhibition, % at 3 µM; 1.3% of 360,000 active; AID 588852, 2011;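 active = percent inhibition above its own plate's cutoff, namely the mean of that plate's compound wells plus 3 SD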;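 note: peak over basal fluorescence ratio during 140 s after agonist addition; 0% = ACh EC80 plus DMSO and 100% = DMSO alone without agonist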
Target sequence (P11229 whole entry, looked up): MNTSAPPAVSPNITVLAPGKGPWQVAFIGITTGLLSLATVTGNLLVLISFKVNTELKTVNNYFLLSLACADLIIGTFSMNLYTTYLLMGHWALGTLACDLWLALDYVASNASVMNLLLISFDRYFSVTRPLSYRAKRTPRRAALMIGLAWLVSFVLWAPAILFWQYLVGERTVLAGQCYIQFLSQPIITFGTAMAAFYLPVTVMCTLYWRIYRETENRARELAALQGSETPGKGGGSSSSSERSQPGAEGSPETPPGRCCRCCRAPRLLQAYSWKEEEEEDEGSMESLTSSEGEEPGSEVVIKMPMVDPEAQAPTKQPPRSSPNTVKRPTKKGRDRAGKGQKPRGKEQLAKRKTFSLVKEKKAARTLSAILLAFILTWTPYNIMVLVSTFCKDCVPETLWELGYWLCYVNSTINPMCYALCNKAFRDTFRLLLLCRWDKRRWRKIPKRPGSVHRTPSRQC
M5 ag: human M5 muscarinic receptor agonists, primary screen, CHO-K1 cells, Fluo-8 calcium fluorescence | Muscarinic acetylcholine receptor M5 (Homo sapiens), P08912 | CHO-K1 hM5 cells; 0% DMSO wells, 100% maximal acetylcholine response | activation, % at 3 µM | 0.19% of 360,000 active | AID 624037, 2012;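 active = activation above the run's mean over test compounds plus 3 SD, cut at about 23% in these data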;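 note: signal is peak over basal fluorescence ratio across the kinetic read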
TAAR1 ag: human TAAR1 agonists, primary screen, Fluo-8 calcium fluorescence, CHO RD-HGA16 cells | AID 624467, 2012 | vehicle wells 0%, saturating PEA agonist 100% | 0.99% of 360,000 active | activation, % at 3 µM | Trace amine-associated receptor 1 (Homo sapiens), Q96RJ0;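 active = activation above the mean activation of all test compounds in the run plus 3 SD, cut at about 38% in these data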
Target sequence (Q96RJ0 whole entry, looked up): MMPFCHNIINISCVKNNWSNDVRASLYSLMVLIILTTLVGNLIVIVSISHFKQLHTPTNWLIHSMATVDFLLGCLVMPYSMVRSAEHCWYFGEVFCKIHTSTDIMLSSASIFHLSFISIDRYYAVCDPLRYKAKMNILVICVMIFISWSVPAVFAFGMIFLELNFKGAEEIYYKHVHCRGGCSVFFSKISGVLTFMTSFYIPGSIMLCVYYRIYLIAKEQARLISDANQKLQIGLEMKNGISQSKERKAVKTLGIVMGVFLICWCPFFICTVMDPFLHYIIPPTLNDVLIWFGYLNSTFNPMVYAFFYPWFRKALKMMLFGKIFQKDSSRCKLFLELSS
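Test system: RD-HGA16 (CHO) cells co-expressing Gα16 and hTAAR1; dosing: one-point dosing at 3 µM (nominal); timing: 17-24 h seeding, 75 min 37 °C dye, 30 min RT; signal: kinetic Fluo-8 calcium fluorescence; read-out basis: % activation relative to PEA EC100 response; controls: DMSO and PEA EC100; replicates: n 1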
M4 ag: human M4 muscarinic receptor agonists, primary screen, CHO-K1 cells, Fluo-8 calcium fluorescence; Muscarinic acetylcholine receptor M4 (Homo sapiens), P08173; CHO-K1 hM4/Gqi5; vehicle 0%, full acetylcholine response 100%; activation, % at 3 µM; 0.14% of 360,000 active;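 active = activation above the run mean over all test wells plus 3 SD, cut at about 32% in these data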;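 note: peak over basal fluorescence ratio per well then scaled between controls; 0% = DMSO wells and 100% = acetylcholine at EC100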
CHRM1 agonist: human M1 muscarinic receptor agonists, primary screen, Fluo-8 calcium fluorescence, CHO-K1 cells, HTS. Muscarinic acetylcholine receptor M1 (Homo sapiens), P11229. CHO-K1 hM1, agonist mode; 0% DMSO, 100% acetylcholine EC100. activation, % at 3 µM. 0.33% of 360,000 active;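 active = activation above the run's mean compound activation plus 3 SD, cut at about 16% in these data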;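 note: peak over basal fluorescence ratio within a 140 s kinetic read after compound addition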
M5 PAM: human M5 muscarinic receptor positive allosteric modulators, primary screen, CHO-K1 cells, Fluo-8 calcium fluorescence | Muscarinic acetylcholine receptor M5 (Homo sapiens), P08912 | CHO-K1 hM5, ACh EC20 PAM; 0% = ACh EC20, 100% = ACh EC100 | activation, % at 3 µM | 0.3% of 360,000 active | AID 624038, 2012;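 active = activation above the run cutoff, the mean activation of all test compounds plus 3 SD, cut at about 18% in these data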
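system = human M5 receptor in CHO-K1 cells | compound = one concentration, 3 µM final (nominal) | schedule = Post-acetylcholine fluorescence recording 140 s | signal = Fluo-8 calcium dye fluorescence, kinetic read | benchmarks = low control EC20 acetylcholine (0%), high control EC100 acetylcholine (100%) | repeats = singlicate, one well per test compound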
CHRM4 antagonist: human M4 muscarinic receptor antagonists, primary screen, CHO cells, Fluo-8 calcium fluorescence | Muscarinic acetylcholine receptor M4 (Homo sapiens), P08173 | CHO-hM4 cells, ACh EC80 | inhibition, % at 3 µM | 0.73% of 360,000 active;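 active = inhibition above its plate's cutoff, the mean inhibition of sample wells plus 3 SD, cut at about 27% in these data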;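 note: 0% = acetylcholine EC80 with DMSO and 100% = DMSO without agonist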
M1 PAM: human M1 muscarinic receptor positive allosteric modulators, primary screen, CHO-K1 cells, Fluo-8 calcium fluorescence, 1536-well. 0.088% of 360,000 active. Muscarinic acetylcholine receptor M1 (Homo sapiens), P11229. activation, % at 3 µM. CHO-K1 hM1, ACh EC20; 0% = ACh EC20, 100% = maximal ACh; in the data active = activation above about 19%, passing the limit was not always enough
* = called active by the depositor; / = no result given.

smiles,M5 ag,M4 ag,CHRM1 agonist,M1 antag,CHRM5 antagonist,M1 PAM,CHRM4 antagonist,M5 PAM,TAAR1 ag
CCc1ccc(OCc2n[nH]c(=S)n2C(C)CCCC(C)C)cc1 (centres undefined),0,2,-3,-1,-2,1,-10,1,5
Cc1ccccc1Nc1nnc(SCc2cc(=O)n3ccsc3n2)s1,2,9,-9,-1,5,2,-2,-8,2
CCN(C[C@H]1N[C@@](Cc2ccccc2)(C(=O)OC)[C@H]2C(=O)N(C)C(=O)[C@@H]12)C(=O)NC(C)C,0,0,-3,-17,-4,11,-8,0,2
Cc1cc2nccc(-c3ccc(Cl)c([N+](=O)[O-])c3)n2n1,-1,0,-5,-4,-2,4,8,-3,1
O=C(CSc1ccc([N+](=O)[O-])cn1)Nc1ccccc1N1CCOCC1,-6,2,-4,-3,10,6,4,-3,-1
CSc1nc2nc(-c3cccs3)cc(C(F)(F)F)c2c(=O)[nH]1,-2,1,-6,0,8,5,4,1,1
c1ccc(CNc2ccc(N3CCOCC3)cc2)cc1,1,1,-2,-7,4,5,2,-1,8
COc1ccc(NC(=O)[C@H](CCS(C)(=O)=O)N2Cc3ccccc3C2=O)c(OC)c1,2,1,1,-20,-3,14,-18,1,0
CCCC(=O)N1CCCC1(C)C(=O)NCc1ccc(SC)cc1 (centres undefined),-2,1,-2,-6,0,2,-2,5,-1
COC(=O)NCCOC(=O)N(O)c1ccc(Br)cc1,9,7,3,12,1,-9,-6,-12,8
CCOC(=O)CCc1cnccc1-c1cccc(OC)c1O,0,1,-3,9,15,0,3,-5,6
Cc1occc1C(=O)N1CCN(c2ccc([N+](=O)[O-])cc2)CC1,0,4,-3,28,17,-11,4,-8,-1
Cc1ccc(OCC(O)Cn2c(=N)n(CCN3CCCCC3)c3ccccc32)cc1 (centres undefined),-6,9,-6,17,8,-7,2,-1,8
O=C(Nc1ccc(Cl)cc1)N1CCC(c2nc(-c3ccccc3Cl)no2)CC1,-4,12,0,20*,22,-17,7,-24,11
FC(F)Oc1ccc(-c2csc(=Nc3cccnc3)n2CC2CCCO2)cc1 (centres undefined),0,12,0,11,16,-14,8,-18,13
CC(NCc1ccc(N(C)C)cc1)C1CC2CCC1C2 (centres undefined),-3,2,-5,4,-1,-3,-4,1,8
CC(=O)Nc1ccc(S(=O)(=O)NCCSCc2c(Cl)cccc2Cl)cc1,11,14,1,17,10,-3,16,-14,33
CCOc1ccc(NC(=O)CN(C)C(=O)Cn2c(=O)oc3ccccc32)cc1OCC,1,6,-6,-9,11,3,-9,-1,5
CC1CCCCC1NC(=O)c1ccc(CNc2c(N3CCCC3)c(=O)c2=O)cc1 (centres undefined),-1,0,-5,-18,-4,15,-12,2,0
O=C1OC(=O)C2C1[C@@H]1CC[C@H]2O1 (some centres undefined),1,0,-3,-17,0,0,4,-2,1
CC(C)=CCC/C(C)=C/CNC(=O)C[C@H]1C[C@H](C(=O)N2CCCCC2)[C@@]2(C)c3[nH]c4cc(CCC(=O)N(C)C)ccc4c3CCN2C1=O,-2,4,-10,-2,-4,6,5,-1,/
Cc1cccc(NC(=O)/C(=C\c2cccs2)NC(=O)c2ccccc2)c1,3,5,0,-5,-1,9,-5,-1,/
CCN1CCN(C(=O)c2ccc(COc3ccc(Cl)cc3)o2)CC1,-6,1,-6,8,6,-7,21,-6,12
COc1ccc(C2=NO[C@@H]3[C@@H]4C[C@@H]([C@H]5C(=O)N(C)C(=O)[C@@H]45)[C@H]23)c(OC)c1,-3,0,-5,-8,6,7,1,-6,1
Cc1ccc(NC(=O)COC(=O)c2c(-c3ccccc3)noc2C)c(C)c1,-1,1,-6,-9,3,10,-7,1,2
COc1ccc(C(C(=O)NCc2ccccc2)N(C(=O)c2snc(C(N)=O)c2N)C2CCCC2)cc1O (centres undefined),2,5,-2,-1,12,3,5,-3,4
COc1cc(O)c(C(CCN2CCCC(C)C2)c2cc(OC)c(OC)c(OC)c2)c(OC)c1 (centres undefined),-5,2,-1,-6,7,11,-16,4,2
CC(Sc1nnc(-c2ccc(O)cc2)o1)C(=O)Nc1cccc2ccccc12 (centres undefined),-2,1,0,-7,6,9,0,-11,2
O=C(CCCC(=O)N(CC(=O)NC1CCCC1)c1ccc(F)c(Cl)c1)Nc1ccccn1,-2,1,-2,-8,-3,4,-10,-1,4
Cc1cc2ccccc2nc1SCC(=O)N1c2ccccc2CC1C (centres undefined),1,-1,-1,-7,-3,5,11,3,-1
CCCNC(=O)c1ccccc1C(=O)NCCC,0,1,-1,-8,-2,-3,0,-1,15
O=C1CC(Sc2nnc(-c3ccccc3)o2)C(=O)N1c1ccccc1 (centres undefined),-4,3,1,-15,-5,11,-1,-9,4
Cc1cc(C)nc(SCc2ccc(C(=O)O)o2)n1,-1,1,-2,2,-5,3,3,8,6
CCn1c2c(c(=N)c3c1CCC3)CCCC2,-3,0,-7,-15,1,2,9,2,1
CCN(Cc1ccncc1)Cc1ccc(OC)cc1OC,-7,0,-7,-12,-3,6,5,7,0
Cc1cc(-c2nnc(SCC(=O)Nc3ccccc3)n2C)no1,2,13,-1,7,15,-3,6,-11,1
COc1nc2ccccc2nc1CCC(=O)O,-1,2,-7,2,1,2,-5,-9,5
O=S(=O)(c1cccc(Br)c1)N1CCN(C(=S)NCC2CCCO2)CC1 (centres undefined),0,5,9,-4,4,11,-23,-4,4
COc1ccc(-c2noc(-c3ccccc3F)n2)cc1,1,-1,1,-15,7,11,-10,-7,7
CC1(C(=O)NC2CCCC2)CCC(=O)N1CCCn1ccnc1 (centres undefined),0,0,-5,-2,9,-2,-9,-2,-1
CCCn1c(SCC(=O)N2CCCc3ccccc32)nnc1-c1ccco1,-7,2,-4,-6,-9,3,-12,-9,6
Fc1ccc(-n2nnc(-c3ccccc3Br)n2)cc1,-11,-1,-7,-15,2,11,-11,4,3
CN(C)S(=O)(=O)c1ccc(Cl)c(NC(=O)COC(=O)C2CSC3(C)CCC(=O)N23)c1 (centres undefined),3,4,-4,4,2,-3,-7,-1,2
CC1Oc2ccccc2N(CC(=O)N2CCCC2)C1=O (centres undefined),6,1,-1,-13,0,3,-20,1,2
CCCCn1c(/N=C/c2c[nH]c3ccccc23)nc2ccccc21,-1,1,-5,0,1,5,9,3,15
Cc1ccc(C(=O)OCC(=O)N2CCNC2=O)c(C)c1,-3,13,1,-9,-2,14,3,5,-1
CC(C)Oc1c(Cl)cc(CNC(C)(C)CO)cc1Cl,-1,2,-5,-14,-6,3,0,0,18
CCCCCN(C(=O)COC(=O)Cc1c(C)nc2ccccc2c1C)c1c(N)n(CCCC)c(=O)[nH]c1=O,-2,0,-5,-4,-2,4,3,2,3
CCC1CCCCN1S(=O)(=O)c1ccc(S(=O)(=O)N2CCN(S(=O)(=O)CC)CC2)cc1 (centres undefined),-1,2,-3,1,-8,-6,2,3,9
COc1ccc2cc(C(C)C(=O)OC(C)C)ccc2c1 (centres undefined),1,1,-4,-24,5,10,-8,7,13
O=C(NCc1nc2ccccc2[nH]1)C1=C[C@@H](C2CCCCC2)C[C@@H](OCCCCO)O1,-1,8,-4,1,9,-1,1,4,17
COc1ccc(C2CC(=O)N3C(=C2C#N)SCC3(O)c2ccccc2)cc1 (centres undefined),1,2,-4,15,1,-9,5,-7,19
CC(=O)N1c2ccc(S(=O)(=O)N3CCC(C(=O)N4CCCCC4)CC3)cc2CC1C (centres undefined),-2,2,-3,9,2,-2,-9,2,0
CSc1ccccc1NC(=O)C1(C)CCN1C(=O)Cc1ccc(-c2ccccc2)cc1 (centres undefined),1,6,3,-14,2,8,-2,-5,1
N#CCSc1nc2ccccc2c(=O)n1C1CCCCC1,-5,-1,-4,0,12,3,-2,3,6
O=C(NCCN1CCOCC1)c1ccc(Cl)cc1O,-4,1,-5,-18,11,7,6,2,7
Cn1cccc1C(=O)OCc1cc(Cl)cc2c1OCOC2,-1,-1,-4,2,-1,-2,-6,-4,1
CCC(C)[C@H](NC(=O)NCc1ccc(Cl)cc1)C(=O)O (some centres undefined),-4,1,-3,-22,3,6,-14,1,1
O=C(CN1C(=O)S/C(=C\c2cccc(Cl)c2)C1=O)NC1C=CS(=O)(=O)C1 (centres undefined),3,2,-1,6,-16,-1,5,5,0
Cc1ccc(-n2nnnc2SCC(=O)NCC2(N3CCOCC3)CCCCC2)cc1,-3,8,-6,-12,-1,7,-2,-6,5

Further entries.
smiles,M5 ag,M4 ag,CHRM1 agonist,M1 antag,CHRM5 antagonist,M1 PAM,CHRM4 antagonist,M5 PAM,TAAR1 ag
[O-][n+]1c2ccc3nonc3c2nn1-c1ccccc1Cl,-2,0,-4,-16,-5,8,7,5,-4
O=C(NN1C(=O)NC2(CCCCC2)C1=O)c1ccc(-c2ccc([N+](=O)[O-])cc2)o1,-2,8,-4,9,18,-6,8,-6,4
CN(c1ccccc1)S(=O)(=O)c1cccc(NC(=O)C2CCCO2)c1 (centres undefined),2,5,-5,-13,-14,7,-17,6,3
Cn1c(SCC(=O)N2CCN(S(=O)(=O)c3ccc(Cl)cc3)CC2)nc2ccccc21,-3,3,-3,-7,3,0,1,-4,4
O=C(/N=C1\NC(=O)C(F)(C(F)(F)F)S1)NC1CCCCC1 (centres undefined),2,1,2,-10,-6,10,-4,0,3
COc1ccc(-c2cc(C(=O)N3CCN(C(=O)c4ccccc4F)CC3)[nH]n2)cc1,-4,3,-1,-12,15,12,9,-4,0
Cc1nc(C(C)NC(=O)CCc2nnc(CCCc3ccccc3)o2)c(C)s1 (centres undefined),-3,1,-12,-1,-1,3,4,-3,-1
COCCNC(=O)c1ccc2c(c1)ncn2-c1ccc(F)c(F)c1,-6,0,-2,6,-10,-1,-5,1,3

3 entries from above, arranged by the value under M5 ag, smallest number first.
compound | M5 ag
O=C1CC(Sc2nnc(-c3ccccc3)o2)C(=O)N1c1ccccc1 (centres undefined) | -4
CC1CCCCC1NC(=O)c1ccc(CNc2c(N3CCCC3)c(=O)c2=O)cc1 (centres undefined) | -1
FC(F)Oc1ccc(-c2csc(=Nc3cccnc3)n2CC2CCCO2)cc1 (centres undefined) | 0

High-throughput results from PubChem BioAssay.

A portion of the library (hit frequency here may not be typical).
